From PubChem BioAssay
L3MBTL1 block: qHTS Assay for the Inhibitors of L3MBTL1; Potency, µM (doses to about 57.1 µM), for inactives: at the highest dose activity, negative = inhibition, usual class: inhibitors; actives 0.66% (n = 230,000); Lethal(3)malignant brain tumor-like protein 1 (Homo sapiens), Q9Y468; AlphaScreen L3MBTL1–H3K9me1 peptide binding; further: potency means the concentration at half of the fitted maximal effect; on the % scale 0 is the no-effect control and ±100 the full control effect; nearly all actives have a fitted effect of over 60% in size
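L3MBTL1 (50 nM) pre-complexed 30 min with biotinylated H3(1-15)K9me1 peptide (75 nM), then compounds added for 30 min at room temperature; AlphaScreen streptavidin donor/nickel chelate acceptor beads (10 ug/mL final) read after 30 min dark incubation.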
NPSR antagonist: qHTS Assay for Antagonists of the Neuropeptide S Receptor: cAMP Signal Transduction | Q6W5P4 | CHO-NPSR cells, cAMP TR-FRET, antagonist mode | Potency, µM (series often up to 38.3 µM), for inactives: at the highest dose activity change, negative = inhibition, actives largely listed as inhibitors | actives 1% (n = 220,000); further: potency means the concentration at half of the fitted maximal effect; on the % scale 0 is the no-effect control and ±100 the full control effect; nearly all actives have a fitted effect of over 50% in size; many of its hits are not listed in these tables
Target sequence (Q6W5P4 whole entry, looked up): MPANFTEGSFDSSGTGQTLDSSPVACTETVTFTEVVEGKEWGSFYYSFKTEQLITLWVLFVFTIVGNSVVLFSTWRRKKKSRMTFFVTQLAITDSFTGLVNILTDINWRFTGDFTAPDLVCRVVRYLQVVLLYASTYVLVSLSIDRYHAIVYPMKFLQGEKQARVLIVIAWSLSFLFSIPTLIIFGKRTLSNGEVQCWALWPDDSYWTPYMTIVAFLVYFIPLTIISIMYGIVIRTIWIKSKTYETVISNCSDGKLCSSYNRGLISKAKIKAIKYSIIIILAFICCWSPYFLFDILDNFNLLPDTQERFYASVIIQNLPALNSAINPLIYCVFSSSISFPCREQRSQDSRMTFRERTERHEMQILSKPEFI
IMPase Li inh: qHTS Assay for Identifying the Cell-Membrane Permeable IMPase Inhibitors: Potentiation with Lithium | CHO-M1 cells, IP1 TR-FRET (IP-One), carbachol + lithium | Potency, µM (series often up to 59.4 µM), inactives show at the top dose activity, negative = IMPase inhibition, hits mostly inhibitors | actives 0.35% (n = 210,000);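 further: IP1 builds up when IMPase is blocked and the TR-FRET signal falls; potency means the concentration at half of the fitted maximal effect; plate controls were basal vehicle for no effect and high inhibitor control for full effect; nearly all actives have a fitted effect of over 50% in size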
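CHO cells stably expressing M1 receptor (2000/well) were cultured 16–30 h, then exposed to compounds with a small lithium addition for 30 min at 37C. IP1 was measured by TR-FRET competition; AC50 from Hill fits.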
KinaseGlo FLuc: Counterscreen for Luciferase (Kinase-Glo TM) Inhibition. Luciferin 4-monooxygenase (Photuris pensylvanica), Q27757. Kinase-Glo luciferase, ATP luminescence, 8 min. Potency, µM (series often up to 38.3 µM), without a hit: at the top dose activity change, negative = inhibition, most hits filed as inhibitors. actives 0.28% (n = 200,000); further: potency means the concentration at half of the fitted maximal effect; on the % scale 0 is the no-effect control and ±100 the full control effect; nearly all actives have a fitted effect of over 60% in size
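Luminescence was the read-out, taken after 8-minute incubation at ambient temperature. Luciferase turned over luciferin with 10 uM ATP in imidazole pH 7.2 buffer containing KCl, MgCl2, Tween 20 and BSA.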
HttQ103 aggreg: qHTS Multiplex Assay to Identify Dual Action Probes in a Cell Model of Huntington: Aggregate Formation (GFP); PC12 HttQ103-GFP aggregates, Acumen cytometry, 40 h; actives 1.1% (n = 220,000); AID 1688, 2009; Potency, µM (series often up to 46.1 µM), for inactives: at the highest dose activity change, negative = inhibition, usual class: inhibitors; further: potency means the concentration at half of the fitted maximal effect; on the % scale 0 is the no-effect control and ±100 the full control effect; nearly all actives have a fitted effect of over 60% in size
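Multiplexed with ATP-based cell death, this channel scores GFP aggregates in PC12 cells expressing inducible HTTex1-Q103-GFP. Induction used 100 nM tebufenozide; compounds were tested in concentration series.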
Epigenetic derep: Quantitative High-Throughput Screen for Regulators of Epigenetic Control; AID 1865, 2009; Potency, µM (top dose mostly 53.9 µM), for the others: top-dose GFP activation, actives largely listed as activators; murine LDR cells, GFP reporter derepression, 30 h; actives 0.2% (n = 280,000); further: potency means the concentration at half of the fitted maximal effect; % of control where 0% means no effect; nearly all actives have a fitted effect of over 60% in size
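Murine LDR cells carrying a silenced, genomically integrated CMV-driven GFP reporter were exposed to compound for 30 hours at 37 C. After PBS washes, GFP-positive cells (20–120 um objects) were counted by laser-scanning microplate cytometry.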
CBFb RUNX1 block: qHTS Assay for Compounds Blocking the Interaction Between CBF-beta and RUNX1 for the Treatment of Acute Myeloid Leukemia; Runt-related transcription factor 1 (Homo sapiens) + Core-binding factor subunit beta …; AlphaScreen CBFb-His/RUNX1-biotin binding, biochemical; Potency, µM (titrated, usually from 59.8 µM), without a hit: at the top dose activity, negative = inhibition, most hits filed as inhibitors; 230,000 tested, under 10 active; further: % of control where 0% means no effect
Target sequence (Q01196 whole entry, looked up): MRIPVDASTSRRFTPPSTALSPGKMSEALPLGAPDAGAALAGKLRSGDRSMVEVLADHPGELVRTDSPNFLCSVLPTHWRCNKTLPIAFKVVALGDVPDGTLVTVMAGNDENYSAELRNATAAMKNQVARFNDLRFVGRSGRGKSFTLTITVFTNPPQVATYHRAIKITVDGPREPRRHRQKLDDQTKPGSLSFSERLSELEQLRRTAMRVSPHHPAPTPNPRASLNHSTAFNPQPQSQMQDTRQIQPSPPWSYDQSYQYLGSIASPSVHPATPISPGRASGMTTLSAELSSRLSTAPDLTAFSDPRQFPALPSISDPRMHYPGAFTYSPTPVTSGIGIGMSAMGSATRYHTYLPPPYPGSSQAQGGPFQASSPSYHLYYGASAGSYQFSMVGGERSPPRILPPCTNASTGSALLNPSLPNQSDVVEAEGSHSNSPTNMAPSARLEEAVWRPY
Target sequence (Q13951 whole entry, looked up): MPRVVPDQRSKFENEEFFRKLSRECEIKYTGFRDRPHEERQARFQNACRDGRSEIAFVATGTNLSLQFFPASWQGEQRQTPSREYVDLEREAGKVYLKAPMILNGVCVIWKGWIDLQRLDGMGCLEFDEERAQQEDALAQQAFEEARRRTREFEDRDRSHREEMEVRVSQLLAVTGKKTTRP
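Room-temperature protein-protein interaction test with 30 nM each of His-tagged CBF-beta and biotinylated RUNX1, 15 min with compound, then 90 min with nickel plus streptavidin beads. Signal read in AlphaScreen mode.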
Numbers without * were called inactive; ? = inconclusive; / = not tested or not shown; [ ] = remark or other dose. The call rests on the fitted dose curve; in most records, active means well fitted curve in the direction sought with a large enough effect; inconclusive means small, poorly fitted or top-dose-only effect, or another doubt; inactive means no such curve, though single readings can be large; an effect the other way counts as inactive or inconclusive.

SMILES	L3MBTL1 block	NPSR antagonist	IMPase Li inh	KinaseGlo FLuc	HttQ103 aggreg	Epigenetic derep	CBFb RUNX1 block
Cc1ccccc1NC(=O)c1ccccc1NS(=O)(=O)c1cccc2cccnc12	-2%	-25%[46.1 µM]	4%[38.3 µM]	-2%	23%	0.0%	3%
COc1cc(NS(=O)(=O)c2ccc(NC(=O)/C=C/c3cccc([N+](=O)[O-])c3)cc2)ncn1	/	-33%	0%	0%	-15%	-0.1%	2%
COc1cc(-c2nc3c(c(C)nn3-c3ccccc3)c3cc(OC)c(OC)cc23)ccc1O	-11%	-18%[46.1 µM]	-6%[38.3 µM]	-2%	2%	0.0%	1%
COc1ccc(N(C)C(=O)CC2(CC(=O)O)CCCCC2)cc1	7%	-5%[46.1 µM]	5%	2%	9%	-8.4%	1%
COc1cccc(C(=O)Nc2ccc(NC(C)=O)cc2)c1	/	-1%[46.1 µM]	30%[activator][38.3 µM]	-7%	-8%	0.0%	5%
Cc1ccc(NC(=O)C2CCC(CNc3c(N4CCC(C)CC4)c(=O)c3=O)CC2)cc1F (configuration not stated)	/	-14%	/	/	-21%[9.22 µM]	8.8%	4%
COc1cc(NC(=O)CSc2nc(C)c(C)c(C)n2)cc(OC)c1	1%	-7%	11%	3%	5%	1.2%	-14%
CC1CN(c2ccc([N+](=O)[O-])cn2)CC(C)O1 (configuration not stated)	8%	-7%[7.67 µM]	/	/	-22%[9.22 µM]	-0.3%	1%
Cc1ccc(S(=O)(=O)N2CCCC2C(=O)NCCc2nc3ccccc3[nH]2)cc1 (configuration not stated)	8%	4%	10%	1%	-9%	-0.1%	-6%
CCOCCn1c(C(C)O)nc2ccccc21 (configuration not stated)	19%[11.4 µM]	2%	11%	2%	13%	4.0%	2%
CC1CCCCN1S(=O)(=O)c1ccc(C(=O)Nc2nnc(-c3ccccc3Cl)o2)cc1 (configuration not stated)	/	-14%[46.1 µM]	2%[38.3 µM]	-3%	?	-0.2%	-2%
COCCn1c(SCC(=O)Nc2nnc(C)s2)nnc1-c1ccco1	10%	-13%	2%	-1%	-1%[9.22 µM]	4.3%	3%
O=C(NC(=S)Nc1ccc(S(=O)(=O)N2CCCC2)cc1)C1CCC1	-4%	-9%	13%	-4%	27%	-2.0%	-5%
CCOC(=O)c1sc(NCc2ccco2)c(-c2nc3ccccc3s2)c1N	-13%	-24%[46.1 µM]	-9%[38.3 µM]	-8%	-11%	-0.3%	-20%
Cc1cc(Cl)ccc1OCCn1cncn1	/	14%	-5%	-2%	23%	-2.8%	5%
Cc1cc(C)n2c(SC/C(O)=C(\C#N)c3nc4ccccc4[nH]3)nnc2n1	16µM*	-16%[46.1 µM]	3%[38.3 µM]	-15%	-11%	-2.9%	?
CCOc1ccc2c(c1)nc(NCCCO)n2Cc1ccccc1	/	-6%	/	/	-21%[9.22 µM]	-0.1%	-11%
O=C(Cn1c(=O)n(CC(=O)NCc2ccccc2)c2ccccc21)NCc1ccccc1	6%	-2%[46.1 µM]	-2%	0%	16%	-1.2%	5%
CCN(CC)S(=O)(=O)c1ccc(N2CCCC2)c(C(=O)OCC(=O)Nc2cc(C)on2)c1	/	-13%	/	/	0%[9.22 µM]	-3.1%	8%
COc1ccc(-n2nc([N+](=O)[O-])c(=NCCc3ccc(OC)c(OC)c3)n2O)cc1	-10%	2%	9%	2%	-20%	-1.1%	-14%
Nn1c(=O)[nH]c2c([nH]c3ccccc32)c1=O	8%	-2%	1%	0%	1%	-0.1%	14%
Cc1ccc(OCCn2cnc3cc([N+](=O)[O-])ccc3c2=O)cc1	-4%	-8%	34%[activator]	-1%	?	0.0%	-13%
CC(C)(C)NC(=O)C(c1cccs1)N(Cc1cccs1)C(=O)c1ccc(CN2CCOCC2)o1 (configuration not stated)	/	-7%	-3%	-1%	8%	-1.5%	6%
O=C(NCCc1ccc(Cl)cc1)C1CCN(S(=O)(=O)N2CCCC2)CC1	3%	-4%[46.1 µM]	-13%[38.3 µM]	0%	-8%	-0.9%	3%
O=C(Nc1ccon1)c1cccc(S(=O)(=O)N2CCCCCC2)c1	/	-5%[46.1 µM]	31%[38.3 µM]	-2%	-14%	-1.7%	1%
O=C1OCC2=C1C(c1ccc(F)cc1)CC(=O)N2c1ccccc1 (configuration not stated)	-45%	12%	-5%	0%	-7%	-2.2%	-2%
Cc1ccc(C)c(NC(=O)Cn2nc(C(F)(F)F)cc2C2CC2)c1	/	-11%[46.1 µM]	13%[38.3 µM]	-2%	7%	0.8%	0%
CN(C)S(=O)(=O)c1ccc2nc(NC(=O)c3cccnc3)sc2c1	/	-22%[46.1 µM]	-12%[38.3 µM]	-1%	18%	-1.6%	-13%
Cc1c(Cl)cccc1NC(=O)CNc1cccc(C(F)(F)F)c1	7%	0%[46.1 µM]	/	/	-3%	-0.9%	-3%
O=C(CSc1nc(-c2ccccc2)nc2ccccc12)Nc1nccs1	0%	7%[46.1 µM]	25µM*	-1%	-2%	9.4%	-5%
COCCn1nnnc1CN(CCCN1CCOCC1)Cc1cc2c(C)ccc(C)c2[nH]c1=O	3%	-8%[46.1 µM]	-3%[38.3 µM]	-3%	?	?	7%
COc1cccc(CNC(=O)C2CCCN(S(C)(=O)=O)C2)c1 (configuration not stated)	4%	-1%[46.1 µM]	24%[38.3 µM]	0%	-15%	-1.1%	1%
CCOc1ccc(Cc2nc(-c3nonc3N)no2)cc1OCC	/	-20%[46.1 µM]	-2%[38.3 µM]	3%	1%	0.0%	11%
CCOC(=O)Cc1cc(=O)n2[nH]cc(-c3cccc(Br)c3)c2n1	4%	11%	8%	2%	-6%[9.22 µM]	12%	-5%
Cc1cc(C)n(CCCO)c(=O)c1C#N	0%	-1%[46.1 µM]	-9%[38.3 µM]	0%	6%	-1.3%	-1%
O=C(Nc1cccn2ncnc12)c1ccc(Cl)cc1	14%	-4%[46.1 µM]	/	/	7%	-1.0%	5%
Brc1ccc(-n2cccc2/C=N/n2cnnc2)cc1	/	4%[46.1 µM]	18%[38.3 µM]	-3%	-20%	-4.8%	1%
CN(C#N)c1nc(Cl)nc(Nc2cccc(Cl)c2)n1	18%	-12%	4%	2%	2%	-1.0%	-4%
CCOc1ccccc1NC(=S)NNS(=O)(=O)c1c(C)cc(C)cc1C	0%	3%	3%	0%	23%	0.1%	0%
C[C@H](NC(=O)Cn1cncn1)c1ccccc1	-5%	-1%[46.1 µM]	6%[38.3 µM]	-4%	11%	2.1%	-2%
COC(=O)c1ccc2nc(-c3cccc(N)c3)cn2c1	3%	13%	-6%	-28%	17%	-0.7%	-26%
O=C(NCc1ccc2c(c1)OCO2)c1cccc2c1C(=O)N(C1CCCCC1)C2	5%	-8%	17%	2%	-16%	0.0%	-2%
CCCCSc1nn[nH]n1	-5%	9%[46.1 µM]	-17%[38.3 µM]	-4%	-10%	0.0%	2%
Cc1ccc(OC(=O)c2cccc([N+](=O)[O-])c2)c(-n2nc3ccccc3n2)c1	13%	13%	12%	0%	2%	0.0%	7%
COC(=O)c1ccccc1NC(=O)c1ccc(COc2ccc(C)c(C)c2)o1	-1%	-23%[46.1 µM]	2%[38.3 µM]	0%	-11%	-3.1%	23%
CC(=O)c1ccc(OCC(=O)NCC2(N3CCCCC3)CCCCC2)cc1	1%	-24%	/	/	-7%[9.22 µM]	-0.3%	9%
O=C(N/N=C/c1ccccn1)c1cc(-c2ccc(Cl)cc2)nc2ccccc12	-3%	-42%	19%	2%	?	5µM*	?
O=C(Nc1ccc(F)cc1)c1cc(S(=O)(=O)N2CCCCC2)cs1	6%	-8%[46.1 µM]	-3%[38.3 µM]	1%	10µM*	-1.4%	3%

Entries of single compounds as entered above. Screens in order: L3MBTL1 block | NPSR antagonist | IMPase Li inh | KinaseGlo FLuc | HttQ103 aggreg | Epigenetic derep | CBFb RUNX1 block
Listed for `CC(C)(C)NC(=O)C(c1cccs1)N(Cc1cccs1)C(=O)c1ccc(CN2CCOCC2)o1` (configuration not stated) → / | -7% | -3% | -1% | 8% | -1.5% | 6%
Listed for `COCCn1nnnc1CN(CCCN1CCOCC1)Cc1cc2c(C)ccc(C)c2[nH]c1=O` → 3% | -8%[46.1 µM] | -3%[38.3 µM] | -3% | ? | ? | 7%
Listed for `CC(=O)c1ccc(OCC(=O)NCC2(N3CCCCC3)CCCCC2)cc1` → 1% | -24% | / | / | -7%[9.22 µM] | -0.3% | 9%

(further entries)
SMILES	L3MBTL1 block	NPSR antagonist	IMPase Li inh	KinaseGlo FLuc	HttQ103 aggreg	Epigenetic derep	CBFb RUNX1 block
CCCn1c(C)nc2c(NCCN(C)C)nc(C)nc21	/	/	-3%	-3%	/	0.3%	19%
O=C(Nc1cccc2ccccc12)N1CCCN(c2c(Cl)cncc2Cl)CC1	-3%	?	/	/	-7%[9.22 µM]	1.1%	13%
CCCOc1ccc(N)cc1N	-10%	-19%[46.1 µM]	24%[38.3 µM]	-6%	?	?	-16%
O=C(NNC(=S)Nc1ccccc1)C1CCCCC1	/	3%	-8%	5%	3%	-0.6%	10%
CCOC(=O)N1[C@@H]2C=C(C)[C@@H]2[C@@H]2[C@@H](C)C(=O)N21	12%	8%	1%	-3%	-9%	-0.7%	4%
CCOC(=O)/C(N=Nc1cc(C(=O)O)cc(C(=O)O)c1)=C(\O)CCl	-21%	30%	15%	0%	-7%	1.9%	-11%
CCC(C)[C@H](NC(=O)Nc1cccc(OC)c1)C(=O)OC (some centres not stated)	1%	-5%[46.1 µM]	-12%[38.3 µM]	10%	-9%	0.8%	0%
CNC(=O)C(C)c1ncc(C(F)(F)F)cc1Cl (configuration not stated)	6%	21%	3%	-1%	11%	-0.9%	-1%
CCCCC[n+]1ccn(C2=C([O-])c3ccccc3C(=O)/C2=N\S(=O)(=O)c2ccc(Cl)cc2)c1	-13%	-1%	/	/	10%[9.22 µM]	2.0%	0%
CCCC(O)(c1ccc(Cl)cc1)C(CN1CCOCC1)c1ccccc1 (configuration not stated)	-1%	?	15%[38.3 µM]	1%	-33%	0.0%	-3%
Cc1ccc(CNC(=S)N(C)C)cc1	6%	6%	/	/	4%[9.22 µM]	0.0%	7%
CC(=O)C1=C(O)CC(C)(C)CC1=NCc1nc2ccccc2[nH]1	/	9%	-2%	/	-9%	0.0%	-7%
CC(C)C(=O)N/N=C/c1ccc(OCc2ccccc2)cc1	-3%	-14%[46.1 µM]	-1%[38.3 µM]	-1%	-14%	-0.9%	-4%

These rows are one share of the data; the hit share may differ from the screen's.
